MITF inh: blocks human microphthalmia-associated transcription factor. AlphaScreen MITF homodimerization, bead proximity signal. inhibition, % at 2.6 µM. 650,000 tested, 0.91% active. AID 1259374; in the data active = inhibition above about 50%;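 note: 0% = vehicle wells with protein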
FBW7 act: human FBW7 E3 ligase activation, primary screen. Q969H0. AlphaScreen FBW7–phospho-cyclin E peptide binding, activator screen. normalized activity (activation), % at 26.1 µM. 650,000 tested, 0.13% active; in the data active = normalized activity above about 1.9%;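 note: purified mutant Fbw7 with reduced substrate affinity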
Target sequence (Q969H0 whole entry, looked up): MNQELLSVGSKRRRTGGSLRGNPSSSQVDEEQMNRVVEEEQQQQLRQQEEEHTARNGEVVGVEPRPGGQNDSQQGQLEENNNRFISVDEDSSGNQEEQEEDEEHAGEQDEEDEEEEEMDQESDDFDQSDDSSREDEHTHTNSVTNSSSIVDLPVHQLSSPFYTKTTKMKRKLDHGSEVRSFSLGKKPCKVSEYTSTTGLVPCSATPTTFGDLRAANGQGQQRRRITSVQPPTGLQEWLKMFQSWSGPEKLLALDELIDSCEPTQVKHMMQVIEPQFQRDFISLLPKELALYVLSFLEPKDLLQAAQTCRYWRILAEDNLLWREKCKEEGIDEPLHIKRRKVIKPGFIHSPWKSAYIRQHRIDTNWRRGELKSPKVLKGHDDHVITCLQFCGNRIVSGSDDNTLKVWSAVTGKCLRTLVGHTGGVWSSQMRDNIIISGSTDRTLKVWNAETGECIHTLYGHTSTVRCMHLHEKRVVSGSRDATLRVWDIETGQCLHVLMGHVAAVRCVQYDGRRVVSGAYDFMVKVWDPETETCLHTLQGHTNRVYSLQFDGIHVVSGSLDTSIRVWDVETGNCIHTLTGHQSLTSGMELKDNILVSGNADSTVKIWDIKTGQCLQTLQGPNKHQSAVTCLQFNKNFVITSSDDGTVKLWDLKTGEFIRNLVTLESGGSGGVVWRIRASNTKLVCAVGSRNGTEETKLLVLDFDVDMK
GPR151 ag: human GPR151 activation; 650,000 tested, 1% active; activation, % at 11.2 µM; PathHunter beta-arrestin GPR151 cells, luminescence; AID 1508602; in the data active = activation above about 4.9%;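 note: 0% = median of compound wells and 100% = cells with positive control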
Target sequence (Q8TDV0 whole entry, looked up): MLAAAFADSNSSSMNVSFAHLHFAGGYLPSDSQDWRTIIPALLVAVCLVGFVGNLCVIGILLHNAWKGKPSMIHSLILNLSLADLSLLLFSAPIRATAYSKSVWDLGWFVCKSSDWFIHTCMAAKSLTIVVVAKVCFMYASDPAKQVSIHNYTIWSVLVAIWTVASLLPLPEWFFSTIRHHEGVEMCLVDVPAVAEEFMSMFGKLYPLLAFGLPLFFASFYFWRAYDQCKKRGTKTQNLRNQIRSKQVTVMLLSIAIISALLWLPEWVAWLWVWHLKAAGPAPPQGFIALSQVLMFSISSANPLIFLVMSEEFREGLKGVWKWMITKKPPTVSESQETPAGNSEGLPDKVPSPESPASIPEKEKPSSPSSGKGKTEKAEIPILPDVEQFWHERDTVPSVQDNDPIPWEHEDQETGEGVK
TEAD-YAP inh: TEAD-YAP interaction inhibition. HEK-TIYL cells, TEAD-Gal4/YAP UAS-luciferase luminescence. inhibition, % at 9.12 µM. 640,000 tested, 1.4% active; in the data active = inhibition above about 32%;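 note: 0% = median of test compound wells and 100% = reference inhibitor wells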
Numbers without * were called inactive; & = joins results of further samples. Compounds as they come, and some 3.4% of all compounds hit somewhere here.

structure | MITF inh | FBW7 act | TEAD-YAP inh | GPR151 ag
CNC(=O)C(=O)NCC1OCCCN1S(=O)(=O)c1ccccc1 (configuration not stated) | 13 | 0.1 | -4 | 0.1
O=C(NCCC1=CCCCC1)c1ncn[nH]1 | -1 | 0.0 | -1 | 0.9
Cc1cccc(CC(=O)Nc2c3c(nn2-c2ccccc2)CS(=O)C3)c1 (configuration not stated) | 6 | 0.2 | -11 | -1.7
N#CC(C(=O)CN1C(=O)C2CCCCC2C1=O)c1ccccn1 (configuration not stated) | 6 | 0.0 | 7 | 0.3
O=C1OC(c2ccccc2)=C/C1=C/c1ccc(OCc2ccccc2)cc1 | 0 | -0.1 | -7 | 0.0
CCOC(=O)Cn1nc(C)n(-c2ccc(C(C)(C)C)cc2)c1=O | 4 | 0.2 | 4 | -0.2
O=C(CSc1ccc(F)cc1)Nc1ccc2[nH]c(=O)[nH]c2c1 | 25 | 0.1 | -6 | -2.7
CC(=O)OC1C(=O)c2ccccc2N1C(C)=O (configuration not stated) | 8 | 0.1 | 7 | 0.1

One compound at a time, as listed above. Screens in order: MITF inh	FBW7 act	TEAD-YAP inh	GPR151 ag
O=C(NCCC1=CCCCC1)c1ncn[nH]1 is listed with -1	0.0	-1	0.9
O=C(CSc1ccc(F)cc1)Nc1ccc2[nH]c(=O)[nH]c2c1 is listed with 25	0.1	-6	-2.7
N#CC(C(=O)CN1C(=O)C2CCCCC2C1=O)c1ccccn1 (configuration not stated) is listed with 6	0.0	7	0.3

(next part)
structure | MITF inh | FBW7 act | TEAD-YAP inh | GPR151 ag
O=C(O)c1ccc(Cl)c(NC(=S)NC(=O)c2ccco2)c1 | 3 | 0.1 | 3 | -0.5
CCn1cc(NC(=O)Nc2ccc(OC)c(OC)c2)c(C(N)=O)n1 | 11 | 0.1 | 6 | -0.6
COc1cccc(C2(CC(=O)N3CCC[C@H]3C(N)=O)CC(=O)N(C3CCCC3)C2=O)c1 (some centres not stated) | 10 | 0.0 | 6 | -1.0
CCCCOc1ccc(C(=O)N2CCNC(=O)C2)cc1 | -5 | -0.1 | -4 | 0.7
CCCc1nnc(SCC(=O)Nc2nc(C)cs2)n1Cc1ccco1 | -7 | -0.1 | 4 | 0.3
CC1CCCCC1NS(=O)(=O)c1ccc(F)c(F)c1 (configuration not stated) | 12 | 0.1 | 7 | 0.1
N#Cc1ccc(Oc2ccc(N3C(=O)CCC3=O)cc2)cc1 | 6 | 0.4 | 1 | -0.1
COc1ccc(CNC(=O)CSC2c3ccccc3C(=O)N2Cc2cccs2)cc1 (configuration not stated) | -8 | 0.1 | 6 | -0.9
COCCn1c(SCC(=O)N2CCCc3ccccc32)nnc1-c1c[nH]c2ccccc12 | -15 | 0.0 | 2 | -0.7
Cc1ccc(-n2cc(C(=O)N3CCCCC3)c3ccccc3c2=O)cc1C | -15 | -0.1 | 4 | -0.6
CCOc1ccc2ccccc2c1/C=C1\NC(=S)N(C)C1=O | 5 | -0.1 | -12 | -0.2
Nc1c2c(nc3c1CCC3)CCCC2 | 19 | 0.3 | -3 | 5.0*
Cc1ccc(NC(=O)c2sc3ncnc(N4CCN(c5ccccc5F)CC4)c3c2C)c(Br)c1 | 24 | 2.0* | -5 | 1.0
Brc1cccc(CN2CCN(c3ncccn3)CC2)c1 | 24 | -0.1 | -11 | 0.0
Cc1cccc(CNCc2cc(NC(=O)c3ccccn3)cc(C(=O)N(C)C)c2)c1 | 69* | 0.1 | 8 | 4.0
CCC(C)(C)NC(=O)Cc1cccs1 | -4 | 0.1 | -5 | 0.1
CCCCC(c1nnnn1CC1CCCO1)N1CCN(c2ccc(OC)cc2)CC1 (configuration not stated) | -3 | -0.1 | 0 | -0.3
CC1(C)C(=O)Nc2ccccc2N1C(=O)COC(=O)Cn1[nH]c(=O)c2ccccc2c1=O | -6 | -0.1 | 1 | -1.1
O=C(NCC1CCCO1)c1cnn2c(C(F)(F)F)cc(-c3ccccc3)nc12 (configuration not stated) | 1 | 0.0 | -1 | -0.8
Nn1c(COc2cccc(Br)c2)nnc1SCC(=O)N1CCCC1 | -8 | 0.1 | 0 | -0.2
O=C(N=C1N=C2C=CC(Cl)=CN2Cc2ccccc21)C12CCC(CC1)C2 | -10 | -0.1 | -59 | -5.7
Cc1ccc(C2Oc3ccccc3C3=C2C(c2ccc(Cl)cc2)n2ncnc2N3)cc1 (configuration not stated) | 9 | 0.1 | -1 | 0.4
Cc1cccc(N2C(=O)NC3CC2(C)Oc2ccc([N+](=O)[O-])cc23)c1C (configuration not stated) | 19 | -0.1 | 8 | 0.4
C=CCn1c(=O)/c(=C\c2ccncc2)s/c1=C(/C#N)c1nnc2n1CCCCC2 | 15 | 0.0 | -5 | 0.3
COc1ccc(NS(=O)(=O)c2ccc(C)cc2)cc1N1CCCCC1=O | -2 | 0.1 | 7 | 0.6
CC(=O)CC(=O)c1ccc(COc2ccc3c(C)cc(=O)oc3c2)cc1 | 4 | -0.1 | 0 | 1.4
CC(=O)Nc1ccc(N2C(=O)C3C4CC(=O)C(c5ccccc54)C3C2=O)cc1 (configuration not stated) | -3 | -0.1 | -6 | -2.3
COc1ccccc1/C=C1/N=C(c2ccc([N+](=O)[O-])cc2)OC1=O | 14 | 0.1 | -5 | -0.2
Cc1ccc(-c2ccc(/C=c3\sc4nc5ccccc5n4c3=O)o2)c(Br)c1 | 6 | 0.2 | 10 | -0.2
CN1CCNC(=O)C1CC(=O)N1CCC2(CC1)NC(=O)c1ccccc1O2 (configuration not stated) | 8 | 0.1 | -4 | -0.8
CCCCOc1ccc(C(=O)OCC(=O)NC(=O)NCc2ccccc2)cc1 | 12 | -0.2 | 6 | -1.0
CC(C)n1cnc2c(NCCc3ccc(O)cc3)nc(N3CCCC3CO)nc21 (configuration not stated) | 2 | -0.2 | 10 | 1.3
O=C(CCN1C(=O)c2ccccc2C1=O)Nc1ccccc1C(=O)NC1CCCCC1 | -4 | -0.1 | -9 | 3.9
COc1ccc(-c2ccc(OCCNS(=O)(=O)c3ccc(C)cc3)nn2)cc1 | 4 | -0.2 | 18 | 0.8
CCCN1C(=O)c2cccc3cc([N+](=O)[O-])cc(c23)C1=O | 13 | 0.1 | -3 | -0.8
CCOC(=O)c1cc2cc(Br)cc(Br)c2oc1=O | 7 | -0.1 | -7 | -0.1
CC1CC(Nc2ccccc2)c2ccccc2N1C(=O)c1cccc(Cl)c1 (configuration not stated) | 0 | 0.0 | 4 | 3.4
CC(C)C(=O)Nc1ccc(-c2cnc(-c3ccc(NC(=O)C(C)C)cc3)nc2)cc1 | 5 | 0.1 | -15 | 0.6
Nc1ccc(-c2cnc3c(N4CCN(C(=O)c5ccco5)CC4)nccn23)cc1 | -8 | -0.3 | -60 | -1.2
COc1ccc(CN(Cc2cc3ccc(C)cc3n3nnnc23)C(=O)c2ccco2)cc1 | -2 | -0.1 | 4 | 4.3
CCOc1ccccc1N(CC(=O)NC1CCCCC1)S(C)(=O)=O | -16 | -0.1 | 1 | 2.5
O=C1c2cccnc2C(Nc2ccc([N+](=O)[O-])cc2Cl)N1Cc1cccs1 (configuration not stated) | 17 | 0.1 | 6 | 1.4
COc1ccc(C(=O)N/N=C(\C)CC(=O)Nc2ccc(C(C)C)cc2)c(OC)c1 | 1 | -0.1 | -36 | -0.1
CCc1cc(C(=O)NCc2c(C)ncc3c2CCN(C(=O)C2=CCCC2)C3)no1 | -14 | -0.3 | 4 | -0.5
Cc1ccc2c(c1)c(=O)c1ccccc1n2CC(=O)N1CCN(c2ccc(F)cc2)CC1 | -4 | 0.3 | -12 | -0.6
NC(=O)c1c(NC(=O)COc2ccc(C(=O)c3ccc(F)cc3)cc2)sc2c1CCC2 | 19 | 0.1 | 8 | 1.6
O=C(/C=C/c1ccccc1[N+](=O)[O-])Nc1ncc([N+](=O)[O-])s1 | 6 | -0.1 | -51 | -1.5
CN1C/C(=C/c2cccs2)C(=O)/C(=C/c2cccs2)C1 | 8 | 0.5 | -13 | 0.0
COC(=O)c1ccc(Oc2c(C(F)(F)F)oc3cc(O)ccc3c2=O)cc1 | 4 | 0.0 | -2 | -0.3
COc1ccc(C(=O)COC(=O)c2cccc(NC(=O)c3ccc(OC)c(OC)c3)c2)cc1 | -4 | 0.1 | -61 | -0.5
CCN(CC)/C(=N\c1nccs1)c1cccc([N+](=O)[O-])c1 | 11 | -0.1 | 1 | -0.1
Cc1nc2cccc(C(=O)Oc3ccc(Cl)cc3)c2o1 | -16 | -0.1 | -2 | 0.0
O=C1c2ccccc2NC(c2ccccc2)N1c1ccccn1 (configuration not stated) | 14 | 0.0 | -7 | -2.6
CCOc1nc(NC(=O)NS(=O)(=O)c2ccccc2)nc(-c2ccccc2)n1 | 2 | 0.2 | -1 | 5.0*
COc1ccc(-c2nnc(N(CC(C)C)C(=O)C(C)C)s2)cc1 | -11 | 0.0 | -17 | 3.0
O=C(Nc1ccc2oc(-c3ccc(Br)cc3)nc2c1)c1ccc(Cl)cc1Cl | 6 | 0.0 | 1 | -0.1

Next entries
structure | MITF inh | FBW7 act | TEAD-YAP inh | GPR151 ag
O=C(O)C(NS(=O)(=O)c1cccc2nsnc12)c1ccccc1 (configuration not stated) | -2 | 0.1 | 1 | 0.0
C/C(=N\Nc1nc(N2CCCCC2)nc(N2CCOCC2)n1)c1ccccc1O | -7 | 0.1 | -5 | -1.1
O=C(Nc1ccccc1C(=O)N/N=C/c1ccccn1)c1ccccc1 | 13 | 0.0 | 19 | -1.7
O=[N+]([O-])c1ccc(OCCOCCOc2ccc([N+](=O)[O-])cc2)cc1 | 16 | 1.0 | 7 | -1.0
O=C(Nc1cccc(NC(=O)c2ccc(-c3ccc(Br)cc3)o2)c1)c1ccccc1 | 15 | 0.8 | -9 | 2.3
Cc1c(CN2CCN(C3CCCC3)C(CCO)C2)cnn1C (configuration not stated) | -15 | 0.1 | 7 | -0.7
O=C(c1ccccc1F)N1CCN(c2cc(N3CCCC3)c(F)cc2[N+](=O)[O-])CC1 | 23 | 0.5 | 18 | -0.3
COC(=O)c1ccc(N2C(=O)NC(=O)/C(=C\c3ccccc3)C2=O)cc1 | 15 | -0.1 | 3 | -0.5

Molecules above with a CF3 group (two):
structure | MITF inh | FBW7 act | TEAD-YAP inh | GPR151 ag
O=C(NCC1CCCO1)c1cnn2c(C(F)(F)F)cc(-c3ccccc3)nc12 (configuration not stated) | 1 | 0.0 | -1 | -0.8
COC(=O)c1ccc(Oc2c(C(F)(F)F)oc3cc(O)ccc3c2=O)cc1 | 4 | 0.0 | -2 | -0.3

(listing goes on)
structure | MITF inh | FBW7 act | TEAD-YAP inh | GPR151 ag
O=C(NCCSc1ccccc1)c1cccnc1 | 77* | 0.2 | -38 | -0.4
CC(NC(=O)COC(=O)CC12CC3CC(CC(Br)(C3)C1)C2)c1ccccc1 (configuration not stated) | -8 | 0.0 | 2 | 0.1
C[C@H]1O[C@@H](O[C@H]2[C@@H](O)C[C@H](O[C@H]3[C@@H](O)C[C@H](O[C@H]4CC[C@]5(C)C6C[C@@H](O)[C@]7(C)[C@@H](C8=CC(=O)OC8)CC[C@]7(O)C6CC[C@@H]5C4)O[C@@H]3C)O[C@@H]2C)C[C@H](O)[C@@H]1O (some centres not stated) | 0&8 | -0.1&-0.1 | 101* | 2.2&2.0
CCOC(=O)COc1ccc(S(=O)(=O)Nc2cc(Cl)ccc2OC)cc1 | 4 | -0.2 | 3 | 2.4
O=C(c1cccc(F)c1)N1CCN(S(=O)(=O)c2ccccc2)CC1 | -3 | 0.1 | -1 | 0.3
Cc1ccccc1CN1CCN(C2CCCCCC2)CC1 | 69* | -0.2 | 2 | 0.4
CC(=O)NC(=O)c1cc2ccccc2oc1=Nc1cccc(C(F)(F)F)c1 | 10 | 0.2 | -30 | 2.4
O=C(c1cc(-c2ccccc2O)no1)N1CCN(c2ccccc2)CC1 | -2 | -0.1 | -5 | -0.3
CN=C(NCc1ccc(Cl)cc1)c1ccccc1 | -6 | -0.1 | -8 | -1.3
CC(C)c1ccc(NC(=O)c2cnc(N3CCN(c4ccccn4)CC3)c3ccccc23)cc1 | 0 | 0.0 | 8 | -0.6
O=C(N/N=C/c1ccccc1O)c1ccccc1O | 29&43 | -0.3&0.1 | 37* | 2.5&-1.1
Cc1ccc(Nc2nc(-c3cccs3)cs2)nc1 | 4 | 0.0 | 56* | -2.8
COc1cc2c(cc1OC)C(COc1ccc([N+](=O)[O-])cc1)N(C(=O)c1cccc(Br)c1)CC2 (configuration not stated) | 16 | 0.1 | 4 | 0.3
Cc1cccc(Oc2cc(NC(=O)c3cccc(Cl)c3)cc([N+](=O)[O-])c2)c1 | 3 | 0.4 | 7 | 0.1
C#CCOc1ccc(/C=C2/NC(=O)NC2=O)cc1 | 38 | 0.7 | 1 | -1.1
O=C(CCN1CCCCC1)Nn1c(=S)[nH]c2ccccc2c1=O | 14 | 0.0 | 0 | -1.3
O=C(CCN1N=C(c2ccccc2)CCC1=O)NCCc1ccccc1 | -11 | -0.1 | 0 | 0.1
CCOC(=O)C1=C(C)NC(=O)NC1c1cc(Br)c(OCC(=O)O)c(OC)c1 (configuration not stated) | -1 | -0.1 | 3 | 0.4
CCC(=O)N1CCc2cc(S(=O)(=O)NC(CC(C)C)C(=O)NCc3ccco3)ccc21 (configuration not stated) | -2 | 0.0 | -11 | -0.1
O=S(=O)(NC1CCCCC1Sc1ncccn1)c1ccccc1 (configuration not stated) | 6 | 0.5 | -5 | -1.1
O=C(O)COc1ccccc1/C=N/NC(=O)c1cc(-c2ccc3ccccc3c2)n[nH]1 | -4 | 0.1 | -25 | -0.6
CCOC(=O)C1=C(C)N=c2s/c(=C\c3cc(OC)c(OC)cc3[N+](=O)[O-])c(=O)n2C1c1ccc(OC)cc1 (configuration not stated) | -18 | -0.1 | -8 | -0.9
COc1ccc(Cn2nnnc2CN(CCO)Cc2cc3cccc(C)c3[nH]c2=O)cc1 | -10 | -0.1 | 1 | -0.6
